# MEP2 TOR yeast: modulators of TOR pathway MEP2-GFP in S. cerevisiae; S. cerevisiae MEP2-GFP strain, flow cytometry GFP, 3 h; 100% = DMSO control level; GFP response vs DMSO, % at 10 µM; hit rate 0.51% among 330,000; AID 2016;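 active = GFP response versus DMSO above a set limit, roughly screen mean plus 3 SD, cut at about 180% in these data; inconclusive = fewer than 70 cells counted for a yeast strain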;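 also: median GFP fluorescence of the barcode-gated MEP2-GFP cells per well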
# RPL19A TOR yeast: yeast TOR pathway RPL19A-GFP modulation; hit rate 0.3% among 330,000; percent response vs DMSO, % at 10 µM; AID 2025; S. cerevisiae RPL19A-GFP strain, flow cytometry, 3 h; active compounds read low;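 active = percent response vs DMSO below 50%; inconclusive = fewer than 70 events counted for the yeast strain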;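 also: median channel GFP fluorescence of the barcoded RPL19A-GFP strain; ratio of sample median GFP to plate DMSO average so 100% = DMSO; lower means less RPL19A-GFP as with rapamycin TOR inhibition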
# procasp7 counter: counter-screen for procaspase-3 activators: activators of human procaspase-7. AID 463210. recombinant procaspase-7, Ac-DEVD-pNA absorbance 405 nm; D23A/D198A/D206A triple mutant, cannot self-cleave; scale: DMSO 0, 5 µM enzyme 100. activation, % at 8.5 µM. hit rate 0.093% among 330,000. P55210;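 active = percent activation above the screen-wide mean plus 3 SD, cut at about 25% in these data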
#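 Assay system: Uncleavable procaspase-7 mutant enzyme | Input: 2 µM procaspase-7 mutant as dispensed | Timing: 1 h compound preincubation, 2 h substrate cleavage, 25 °C | Repeats: One well per compound | Control set: DMSO wells as 0%, DMSO with 5 µM added PC-7 as 100% | Technique: Epi-absorbance of released pNA at 405 nm, two timepoints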
# AHR act: human AHR activation. P35869. AHR-responsive luciferase reporter cells, luminescence. activation, % at 5 µM. hit rate 2.5% among 320,000; in the data active = activation above about 47%;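 also: 0% = vehicle wells and 100% = reference agonist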
# procasp3 activ: procaspase-3 (human) activation. AID 463141. hit rate 0.11% among 330,000. activation, % at 8.5 µM. recombinant procaspase-3 D3A, Ac-DEVD-pNA absorbance 405 nm. P42574;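 active = activation above the mean of all tested compounds plus 3 SD, cut at about 21% in these data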;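 also: 0% = DMSO alone and 100% = DMSO wells spiked with extra 5 µM PC-3 D3A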
#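 System: Procaspase-3 D3A mutant. Medium: Zinc-free 300 mM NaCl, 50 mM HEPES, 0.01% Triton X-100. Schedule: 1 h preincubation plus 2 h reaction at 25 °C. Measured by: 405 nm absorbance of p-nitroaniline, reads at 0 and 120 min. Read-out: percent activation relative to control range.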
# LAP4-GFP MLPCN: modulators of TOR pathway LAP4-GFP in S. cerevisiae; S. cerevisiae LAP4-GFP multiplex, flow cytometry GFP, 3 h; median GFP as percent of DMSO wells; GFP response vs DMSO, % at 10 µM; hit rate 0.34% among 320,000; AID 2023;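 active = GFP response vs DMSO above a set limit, about the screen mean plus 3 SD, cut at about 150% in these data; inconclusive = under 70 cell events counted for the yeast strain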
# ZTA counter: blocks Epstein-Barr virus ZTA, an EBNA-1 counter-screen | P03206 | ZTA-DNA binding, fluorescence polarization | inhibition, % at 11 µM | hit rate 0.15% among 320,000 | AID 2234; in the data active = inhibition above about 33%
# EBNA-1 inhibitor: blocks EBNA-1 binding to DNA; hit rate 0.34% among 300,000; EBNA-1 DNA binding, fluorescence polarization; inhibition, % at 14.8 µM; in the data active = inhibition above about 28%
# Numbers without * were called inactive; ? = inconclusive; · = not tested or not shown; & = joins results of further samples; [ ] = another dose, or the depositor's remark. An unsorted share of the library; overall some 3.8% were active at least once.
SMILES,MEP2 TOR yeast,RPL19A TOR yeast,procasp7 counter,AHR act,procasp3 activ,LAP4-GFP MLPCN,ZTA counter,EBNA-1 inhibitor
COc1ccccc1C(=O)NCCC(=O)NC(C)CCc1ccccc1 (stereo not given),94,94,-2,-1,15,103,4,-3
CN1CCN(S(=O)(=O)c2ccc3[nH]c(=O)oc3c2)CC1,111,104,2,4,-3,98,10,0
CCOC(=O)c1cnc(SCC(=O)N2CCN(C(=O)c3ccco3)CC2)nc1N,103,101,4,-1,-11,102,0,-2
COC(=O)c1ccc2c(c1)C(C)(C)C(/C=C/c1ccccc1O)=[N+]2C,106,106,3,8,-14,119,13,15
O=C(COC(=O)CCCNC(=O)c1ccc(Cl)cc1)Nc1ccc(Br)cc1,95,93,0,0,-1,99,5,-2
O=C(COc1cccnc1[N+](=O)[O-])Nc1ccc(N2CCOCC2)cc1,104,99,-1,-6,7,115,-9,-4
O=C(NC1CCN(S(=O)(=O)c2cccc([N+](=O)[O-])c2)CC1)C1CCCCC1,106,101,2,1,-3,94,-9,-10
CSc1ccc(CN(C)C(=O)c2ccc(S(=O)(=O)Nc3ccccc3)cc2)cc1,92,86,-5,0,12,90,-12,-10
O=C1c2cccc(Sc3ccccc3)c2C(=O)c2c(Sc3ccccc3)cccc21,101,96,9,-4,-10,106,-11,-4
CC(C)C(=O)OCCN=C1NS(=O)(=O)c2ccccc21,104,106,-9,0,0,106,-4,4
O=C(NC1CCCCC1)c1ccc(S(=O)(=O)N2CCCCC2)cc1,97,95,7,-1,0,106,23,-2
COc1ccccc1C(=O)NC(CCSC)C(=O)Nc1ccc(C)c(S(=O)(=O)N2CCOCC2)c1 (stereo not given),98,99,2,1,12,101,·,·
O=S(=O)(NC1CC(NS(=O)(=O)OCC(Cl)(Cl)Cl)C2CCCCC12)OCC(Cl)(Cl)Cl (stereo not given),86,93,10,10,1,99,2,3
O=C(NC1CCC(CC2CCC(NC(=O)C(Cl)Cl)CC2)CC1)C(Cl)Cl (stereo not given),112,107,7,-2,7,103,4,-4
Cc1cccc(NC(=O)CSc2ncnc3sc(C)cc23)c1,103,97,13,-3,11,101,-5,-17
COc1ccc(C(=O)N2CCN(c3ccccn3)CC2)cc1,100,102,5,-2,-1,100,-9,4
Cc1nc(NC(=O)c2ccccc2)sc1-c1csc(Nc2cccc(F)c2)n1,109,108,-11,16,-12,104,0,-5
O=C(/C=C/c1ccc(F)cc1)N1CCN(c2ccccn2)CC1,101,101,6,14,0,96,-13,19
Cc1ccc(-c2cc3nc(-c4ccccc4)cc(N4CCC5(CC4)OCCO5)n3n2)cc1,86,91,-25,11,-25,100,7,3
Cc1nnc(-c2ccc(Cl)cc2)[nH]c1=O,107,100,-2,-1,0,101,-4,-16
Oc1ccccc1/C=N/n1c(-c2ccccc2)n[nH]c1=S,105,104,-1,3,-2,111,6,0
CCNc1nc(NCC)nc(OCC(=O)O)n1,106,101,7,1,13,98,8,10
C/C(=N\NC(=O)c1nnn(-c2nonc2N)c1C)c1ccc(OCc2ccccc2)cc1,101,103,3,0,3,102,-11,-2
COc1ccc(NC(=O)C2=CN3CCS(=O)(=O)N=C3C=C2)c(OC)c1,101,96,7,2,6,104,-10,·

# Retrieved by compound from above (two):
SMILES,MEP2 TOR yeast,RPL19A TOR yeast,procasp7 counter,AHR act,procasp3 activ,LAP4-GFP MLPCN,ZTA counter,EBNA-1 inhibitor
O=C(/C=C/c1ccc(F)cc1)N1CCN(c2ccccn2)CC1,101,101,6,14,0,96,-13,19
COc1ccc(NC(=O)C2=CN3CCS(=O)(=O)N=C3C=C2)c(OC)c1,101,96,7,2,6,104,-10,·

# (continued)
SMILES,MEP2 TOR yeast,RPL19A TOR yeast,procasp7 counter,AHR act,procasp3 activ,LAP4-GFP MLPCN,ZTA counter,EBNA-1 inhibitor
CCc1ccc(N(C(=O)c2ccco2)C(C(=O)NC2CCCC2)c2ccco2)cc1 (stereo not given),102,100,-5,5,0,95,-6,4
N#CC12C(N)=NC3(OCCO3)C1(C#N)C1=C(CCC1)NC2c1ccccc1 (stereo not given),104,97,0,10,-5,99,9,-1
CCOc1ccc2[nH]c(=O)c(CN(CC3COCCO3)C(=O)C3CC3)cc2c1 (stereo not given),79,94,15,3,3,79,0,-5
CC1(C)Cc2c(C#N)c(NCCCO)nc(-c3ccccc3)c2CO1,106,102,6,4,2,98,11,0
O=C(OCC(=O)N1CCCC1)c1c[nH]c2ccccc12,96,96,4,-2,1,98,-8,·
Cc1ccc(N2C(=O)C3CC(c4ccccc4)=C4C5C=CC(C6C(=O)N(c7ccc(C)cc7C)C(=O)C56)C4C3C2=O)c(C)c1 (stereo not given),98,99,-5,10,4,98,-6,8
CCN(CC(=O)Nc1c(F)cccc1F)C(=O)C1CCN(C(=O)c2ccc(Cl)cc2)CC1,103,104,5,1,9,102,6,-4
CC(=O)C1=C(O)C(=O)N(c2cccnc2)C1c1ccc(Cl)cc1 (stereo not given),94,95,8,16,3,·,-5,-6
Cc1ccc(CS(=O)(=O)c2ncn[nH]2)cc1,100,103,-2,2,2,103,9,-7
O=C(Nc1cccc(F)c1)N1CCC(c2ccccc2)CC1,102,99,2,3,-6,98,7,-2
COc1ccc(C(=O)NCCNc2nc3ccc(C)cc3cc2C#N)cc1,112,92,-1,22,-3,109,-28,-1
COc1ccc(N2CCN(c3nc(NC(C)(C)C)nc(N4CCCCC4)n3)CC2)cc1,108,95,-11,0,-5,118,-12,-14
Cc1cccc(-n2ncc3c(NC4CCCCC4)ncnc32)c1,103,91,-4,-11,3,110,-10,2
CC(C)C(=O)N1CCN(c2ccc([N+](=O)[O-])cc2Cl)CC1,100,102,-10,-6,-2,102,-1,0
COc1cccc(-c2nc(NCC3CCCO3)c3ccccc3n2)c1O (stereo not given),118,89,11,7,-4,118,-28,0
Cc1cc(C)cc(OCc2ccc(C(=O)NN)o2)c1,93,99,5,79*,5,100,5,-6
Cc1cccn2c(=O)c3cc(C(=O)NC4CCCC4)sc3nc12,103,101,-2,20,-1,95,17,-3
CC(C)C(NC(=O)c1ccco1)C(=O)NCC(c1ccco1)N(C)C (stereo not given),85,85,6,1,-6,82,4,-2
COc1ccccc1NC(=O)C1CCCN1C(=O)NCc1ccccc1 (stereo not given),98,100,-3,1,5,97,-5,10
CCO/C(C)=C1\C(=O)N(CC)c2ccccc21,100,98,-2,25,-4,101,-5,2
Cc1ccc(-n2nnnc2-c2cccc(C)c2)cc1,103,98,7,8,1,100,2,3
O=C(/C=C/c1ccc(F)cc1)NC(=S)N1CCN(Cc2ccccc2)CC1,99,98,-1,3,-6,111,6,2
CC1CNCCN1S(=O)(=O)c1cccc2cnccc12 (stereo not given),93&94,86&100,-4&-12,-1&2,-2&2,104&107,6&4,4&-3
Cc1c(Cl)cccc1NC(=O)CS(=O)(=O)c1ccccc1,99,104,8,0,-1,88,-26,-15

# Full records as entered above.
# CC(C)C(=O)N1CCN(c2ccc([N+](=O)[O-])cc2Cl)CC1 is listed with MEP2 TOR yeast = 100; RPL19A TOR yeast = 102; procasp7 counter = -10; AHR act = -6; procasp3 activ = -2; LAP4-GFP MLPCN = 102; ZTA counter = -1; EBNA-1 inhibitor = 0
# CCOC(=O)c1cnc(SCC(=O)N2CCN(C(=O)c3ccco3)CC2)nc1N is listed with MEP2 TOR yeast = 103; RPL19A TOR yeast = 101; procasp7 counter = 4; AHR act = -1; procasp3 activ = -11; LAP4-GFP MLPCN = 102; ZTA counter = 0; EBNA-1 inhibitor = -2

# The results go on:
SMILES,MEP2 TOR yeast,RPL19A TOR yeast,procasp7 counter,AHR act,procasp3 activ,LAP4-GFP MLPCN,ZTA counter,EBNA-1 inhibitor
COc1ccc(N2CN=C3SCC(=O)N3C2)cc1,121,96,-3,13,3,95,-5,3
CCOC(=O)C1CCCC(NS(=O)(=O)c2ccc(NC(C)=O)cc2)C1 (stereo not given),156[may fluoresce violet],58[may fluoresce violet],8,2,10,99[may fluoresce violet],-6,7
COc1ccc(S(=O)(=O)N(Cc2cc3ccc(OC)cc3[nH]c2=O)CC2COCCO2)cc1 (stereo not given),111,103,-7,10,4,104,-6,-10
O=C(CCNS(=O)(=O)c1cccs1)N1CCCCCC1,94,94,4,6,4,88,3,-10
C=CCN1CC(=O)N2Cc3[nH]c4ccccc4c3C[C@H]2C1=O,111,104,5,-3,3,105,-5,-9
COc1ccc(-c2cccc(C(=O)Nc3ccc(OC)c(OC)c3)c2)cc1,97,99,10,3,-2,104,14,4
CCn1c(CN2c3ccccc3Sc3ccccc32)n[nH]c1=S,93,99,-21,-2,-17,106,16,-5
CCN(C(=O)c1cn(C)c(=O)c2ccccc12)c1ccccc1F,101,101,-16,0,6,100,-21,-5
CCOc1ccc(CCNC(=O)c2[nH]c(C)c(C(C)=O)c2C)cc1OCC,104,104,6,19,4,95,1,10
COc1ccc(/C=C2/CCc3ccccc3C2=O)cc1OC,86,100,3,4,3,85,14,0
Cc1ccc(C(=O)Nc2ccc3c(c2)CCC3)cc1S(=O)(=O)N1CCOCC1,97,104,-1,24,-2,91,-5,3
CCC(=O)N1CCc2cc(Br)cc(S(=O)(=O)N3CCN(C(=O)c4ccco4)CC3)c21,100,102,-10,3,1,103,-3,6
CCOC(=O)C1Nc2ccc(C(F)(F)F)cc2C2C=CCC12 (stereo not given),90,93,-3,19,-3,142,-8,4
O=C(Cc1c[nH]c2ccccc12)Nc1nc2ccccc2[nH]1,105,100,-15,91*,-9,97,-6,5
Cc1ccc(NC(=O)CCCC(=O)O)c(-c2nc3ccccc3[nH]c2=O)c1,108,105,-13,37,-3,95,-6,18
Clc1ccc(CN=C2Nc3ccccc3CS2)cc1,96,96,6,15,-8,108,-4,2
COc1cc(C2N(c3ccc(Cl)c(Cl)c3)C(=O)C3CCCN32)cc(OC)c1OC (stereo not given),94,101,-7,1,2,98,-1,6
CCOc1ccc2[nH]c(=O)c(CN(CCO)C(=O)c3ccccc3F)cc2c1,112,104,-4,-1,9,110,-27,3
O=C(CN1CCCc2ccccc21)NCc1ccccc1Cl,104,100,1,8,4,106,8,0
COc1cc2c(c(OC)c1OC)-c1ccc(OC)c(=O)cc1C(NC(C)=O)CC2 (stereo not given),?,97,11,0,-1,?,7,0
CCOc1ccc(-c2cnc3ccccc3n2)cc1,87,88,2,-9,-11,113,-13,-7
COc1ccc(CSc2nnc3[nH]c(=O)cc(N)n23)cc1,97,99,2,-1,3,103,9,2
COc1cccc(C2CC(c3cccs3)=NN2C(=O)c2ccco2)c1O (stereo not given),100,96,-2,6,-7,90,0,5
O=C(NCCNc1ccc([N+](=O)[O-])cc1)c1ccco1,105,100,-12,0,-8,108,1,1
Nc1cc(C(=O)O)ccc1N1CCCCC1,94,93,4,-2,1,96,8,3
C#CCOCCOCCOCCNc1nc(N2CCN(C(=O)CCCCCCCCCCNC(=O)[C@@H](CCSC)n3cc(CCO)nn3)CC2)nc(N2CCN(C(=O)CCCCCCCCCCNC(=O)[C@H]([C@@H](C)CC)n3cc(CCCCCN)nn3)CC2)n1,97,96,-3,0,-9,102,70*,13
O=C(O)c1ccc(N2C(=O)CC(Cc3ccccc3)C2=O)cc1 (stereo not given),105,99,-6,-1,8,103,13,4
Cc1nn(C)c(C)c1S(=O)(=O)NC1CCCC1,101,96,1,1,-1,102,-19,3
[O-]/[N+](=C\c1ccncc1)c1ccc(Br)cc1,102,103,2,123*,-1,89,14,14
CC1=CC2=NC(=O)/C(=C/c3coc4ccccc4c3=O)C(=N)N2O1,95,96,-10,15,-6,114,-2,5

# Screening data: PubChem, several laboratories
